Screening data from PubChem.
PTHR1 agonist – qHTS for PTHR1 Agonists: Primary Screen | Parathyroid hormone/parathyroid hormone-related peptide receptor (Homo sapiens), Q03431 | HEK293 GP2 PTHR1 cells, GloSensor cAMP luminescence, 1 h | Potency, µM (series often up to 115 µM), inactives show top-dose activation, actives largely listed as activators | 410,000 tested, 0.075% active | AID 743266, 2014; further: potency means the concentration at half of the fitted maximal effect; nearly all actives have a fitted effect of over 55% in size; some results filed as inactive show a strong effect at the top dose; inactives centre near -15; many of its hits are not listed in these tables
Target sequence (Q03431 whole entry, looked up): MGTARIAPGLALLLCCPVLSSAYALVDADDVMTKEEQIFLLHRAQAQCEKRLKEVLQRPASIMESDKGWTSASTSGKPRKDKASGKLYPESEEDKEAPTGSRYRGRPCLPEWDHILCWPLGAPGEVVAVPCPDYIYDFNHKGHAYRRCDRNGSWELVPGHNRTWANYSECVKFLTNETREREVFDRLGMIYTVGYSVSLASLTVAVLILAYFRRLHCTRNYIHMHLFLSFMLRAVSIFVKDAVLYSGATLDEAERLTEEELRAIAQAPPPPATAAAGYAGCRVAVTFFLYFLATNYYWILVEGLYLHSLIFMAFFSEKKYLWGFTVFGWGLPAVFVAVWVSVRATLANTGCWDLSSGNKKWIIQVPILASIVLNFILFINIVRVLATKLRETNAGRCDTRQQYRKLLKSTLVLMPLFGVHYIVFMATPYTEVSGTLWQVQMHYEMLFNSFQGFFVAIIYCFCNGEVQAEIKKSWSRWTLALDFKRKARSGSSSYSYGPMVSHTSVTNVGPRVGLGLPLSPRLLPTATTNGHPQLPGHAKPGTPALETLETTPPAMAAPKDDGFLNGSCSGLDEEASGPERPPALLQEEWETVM
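HEK-293-derived GP2 cells expressing PTHR1 and a GloSensor cAMP reporter, 3,000/well, plated overnight, given luciferin plus IBMX (each 0.5 mM as added) for 1 h at 37 °C, then compound for 1 h at 37 °C. Luminescence was read after 15 min at room temperature.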
Mm-Cpn inhibitor – Inhibitors of TCP-1 ring complex (TRiC) of Methanococcus maripaludis (MmCpn): qHTS | Chaperonin Mm-Cpn (Methanococcus maripaludis) | purified Mm-Cpn ATPase, ADP Transcreener TR-FRET | Potency, µM (doses to about 76.9 µM), for inactives: at the highest dose activity, negative = inhibition, most hits filed as inhibitors | 330,000 tested, 0.031% active | AID 504842, 2011; further: potency means the concentration at half of the fitted maximal effect; on the % scale 0 is the no-effect control and ±100 the full control effect; nearly all actives have a fitted effect of over 80% in size
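25 nM Mm-CPN + cpd, 10 min 37°C; + 10 uM ATP, 30 min 37°C; buffer 30 mM Tris pH 7.4, 100 mM KCl, 5 mM MgCl2, 1 mM DTT; Transcreener ADP HTRF detection 30 min RT.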
Akt phos inh – HTS Assay for Inhibitors of Akt Phophorylation: Primary Screen; Neuro2A IGF-stimulated pAkt S473 HTRF, 20 min; hits give low values; 360,000 tested, 0.32% active; activity change, % for hits at 50 µM; in the data active means activity change below about -80%; inconclusive means mostly about -51% to -80%; further: on the % scale 0 is the no-effect control and ±100 the full control effect
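Single-point screen (50 µM final compound) in Neuro2A cells stimulated 20 min with 6 nM IGF at 37 deg C. After lysis, Ser473-phosphorylated Akt read by HTRF (ex 330 nm, em 615/665 nm) as the 665/615 ratio.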
Abeta rescue – qHTS for compounds that reverse cellular toxicity of Amyloid beta (A-beta) peptide in yeast: Primary Screen. 410,000 tested, 0.063% active. Potency, µM (top dose mostly 46.1 µM), for inactives: at the highest dose growth rescue, most hits filed as activators. yeast expressing A-beta42, growth rescue, OD600, 48 h; response scale: 0% DMSO, 100% iron-clioquinol control; further: potency means the concentration at half of the fitted maximal effect; nearly all actives have a fitted effect of over 55% in size
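Growth rescue measured by 600 nm absorbance after 48 h yeast culture at 30 C with compound. Values normalized between DMSO and an equimolar ferric chloride plus clioquinol control.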
TDP-43 yeast inh – qHTS of TDP-43 Inhibitors; TDP-43 expressing yeast growth rescue, BacTiter-Glo, 24 h; Potency, µM (highest dose often 46.1 µM), for inactives: at the top dose growth rescue (activation), usual class: activators; 410,000 tested, 1.8% active; AID 652104, 2013; further: potency means the concentration at half of the fitted maximal effect; % of control where 0% means no effect; nearly all actives have a fitted effect of over 50% in size
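In this qHTS, compounds that restore growth of yeast expressing TDP-43 appear as activators. Cells (OD600=0.02, galactose medium, raffinose-pregrown) are incubated with compound 24 hr at 30 deg C and growth is quantified by BacTiter-Glo.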
GLP-1R inv ag – qHTS of GLP-1 Receptor Inverse Agonists (Inhibition Mode); Potency, µM (series often up to 38.3 µM), for the others: at the highest dose activity change, negative = inhibition, usual class: inhibitors; Glucagon-like peptide 1 receptor (Homo sapiens), P43220; 410,000 tested, 1.6% active; HEK293 GLP-1R CRE-luciferase, luminescence, 24 h; GLP-1R form is constitutively active; AID 624417, 2012; further: potency means the concentration at half of the fitted maximal effect; on the % scale 0 is the no-effect control and ±100 the full control effect; nearly all actives have a fitted effect of over 55% in size
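Inverse agonism was detected as reduced cAMP-driven luciferase luminescence after 24 h compound treatment. The cells were HEK293 clones expressing constitutively active human GLP-1R with the reporter. Reporter-only and GPR119 cell lines served as counterscreen controls.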
aSyn yeast inh – qHTS of alpha-syn Inhibitors; AID 652106, 2013; Yeast expressing alpha-synuclein, growth rescue, BacTiter-Glo, 24 h; Potency, µM (top dose mostly 46.1 µM), inactives show at the top dose growth rescue (activation), hits mostly activators; 370,000 tested, 0.14% active; further: potency means the concentration at half of the fitted maximal effect; % of control where 0% means no effect; nearly all actives have a fitted effect of over 65% in size
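Screening used galactose-induced yeast with toxic alpha-synuclein levels, exposed to compound for 24 hr at 30 deg C. Cell growth, read with BacTiter-Glo luminescence, gave the measured signal.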
FUS yeast rescue – qHTS for Suppressors of FUS Proteinopathy: Primary screen using FUS-linked yeast assay; Potency, µM (doses to about 76.6 µM), for inactives: top-dose growth rescue (activation), actives largely listed as activators; 390,000 tested, 0.24% active; AID 1347120, 2019; S. cerevisiae FUS-expressing, growth rescue, OD600, 24 h;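 further: potency means the concentration at half of the fitted maximal effect; plate controls were DMSO vehicle for no effect and reference control for full effect; nearly all actives have a fitted effect of over 55% in size; some results filed as inactive show a strong effect at the top dose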
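Yeast FUS proteinopathy model; galactose-induced FUS (2%), starting OD 0.005. Cpds in dilution series, 24hr, 30C, 99% humidity. Abs 600 nm growth. Pos ctrl CP55940 (top 92uM final); neg ctrl DMSO.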
HEK293 tox – qHTS of GLP-1 Receptor Inverse Agonists: Cytotox Screen. Potency, µM (highest dose often 38.3 µM), for the others: top-dose activity change, negative = inhibition, hits mostly inhibitors. HEK293 cAMP-luciferase reporter cells, luminescence, 24 h. 410,000 tested, 0.13% active;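 further: loss of luciferase light is scored as toxicity; potency means the concentration at half of the fitted maximal effect; on the % scale 0 is the no-effect control and ±100 the full control effect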
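To flag toxic compounds, the library was rerun on cells for 24 hr at 37 deg C and 5% CO2. Viability-linked luminescence was captured 12 min after adding luciferase detection reagent.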
* marks the source's active call; other numbers are inactive results; i = inactive; u = inconclusive; x = not tested or not shown; [ ] = another dose, or the depositor's remark. Unless noted, the call rests on the fitted dose curve; in most records, active means well fitted curve in the direction sought with a large enough effect; inconclusive means small, poorly fitted or top-dose-only effect, or another doubt; inactive means no such curve, though single readings can be large; an effect the other way counts as inactive or inconclusive. An excerpt, so the mix of outcomes need not match the whole.

SMILES	PTHR1 agonist	Mm-Cpn inhibitor	Akt phos inh	Abeta rescue	TDP-43 yeast inh	GLP-1R inv ag	aSyn yeast inh	FUS yeast rescue	HEK293 tox
Cc1ccc2nc(N(CCCN(C)C)C(=O)c3ccc4c(c3)CCCC4)sc2c1	i	-1%	i	-21%	-6%	0%	-3%	x	u
COc1ccccc1-n1nnnc1SCC(=O)NCC1(N2CCCCC2)CCCCC1	i	x	i	0%	5%	-8%	4%	10%	-1%
Cn1cc(Br)c(C(=O)Nc2ncc(Br)s2)n1	i	0%	i	3%	10%	28%	-1%	-31%	-5%
CN(C)CCCn1c(=O)n(CCc2ccccc2)c(=O)c2c3c(sc21)CCCCC3	-17%	2%	i	1%	-2%	u	-5%	10%	20%
COC(=O)c1ccc(NC(=O)CN2C(=O)CCC2=O)cc1	-7%[57.5 µM]	2%	i	4%	-2%	0%	-2%	18%	-4%
CCCOc1ccc(NC(=O)CC2C(=O)N(c3ccccc3)C(=O)N2Cc2ccc(F)cc2)cc1 (stereo unspecified)	i	x	x	-17%	-4%	u	x	24%	0%
N#Cc1c[nH]n2c(NC3CCCCC3)c(-c3ccc(F)cc3)nc12	i	x	x	8%	16%[9.22 µM]	34%	x	-13%	53%[activator]
O=S(=O)(Cc1ccccc1)N1CCN(c2ncccn2)CC1	-19%	1%	i	-7%	-5%	6%	6%	-16%	-4%
Cc1ccc(S(=O)(=O)N2CCC(C(=O)OCc3c(C)noc3C)CC2)cc1C	-5%	-1%	i	11%	u	16%	0%	8%	3%
CCCC(=O)Nc1nc2ccc(C(=O)OCC)cc2s1	i	-15%	i	24%	4%	2%	2%	-5%	-6%
CC(C)(C)OC(=O)N1CCC(CC2CC(c3cccc(Br)c3)=NO2)(C(=O)NCC2CCCCC2)CC1 (stereo unspecified)	i	-1%	i	3%	3%	u	-2%	14%	-1%
CC(=O)Nc1ccc(S(=O)(=O)Nc2ccn(Cc3ccccc3Cl)n2)cc1	8%	0%	i	7%	-8%	1%	-2%	17%	2%
O=C(Nc1ccccc1C(=O)N1CCCC1)C1COc2ccccc2O1 (stereo unspecified)	i	1%	i	-6%	u	13%	5%	3%	11%
Cn1ccnc1C(=O)c1ccc(S(=O)(=O)N2CCCC2)cc1	-14%	2%	i	-4%	3%	23%	2%	1%	1%
CCOC(=O)c1c(C)[nH]c(C)c1S(=O)(=O)NCC(=O)NCc1cccc(Br)c1	i	x	x	-13%	-1%	-4%	x	0%	-7%
CCOC(=O)Cn1c(=O)oc2cc(S(=O)(=O)N3CCN(C(=O)c4ccco4)CC3)ccc21	i	-4%	i	10%	9%	10%	3%	21%	-14%
O=C(COc1ccc(Cl)cc1)N(Cc1ccco1)Cc1ccco1	-13%	x	x	10%	15%	10µM*	x	28%	3%
O=S(=O)([N-]c1nc2ccccc2nc1-[n+]1ccccc1)c1ccc(Cl)cc1	-6%	-5%	i	3%	-17%	-28%	-13%	15%	u
c1ccc(CCc2nn3c(Cc4ccccc4)nnc3s2)cc1	i	1%	x	-9%	u	-32%	-14%	44%	4%
CCCc1cc(=O)[nH]c(Nc2ccc(OC)c(Cl)c2)n1	-7%[57.5 µM]	-2%	i	-8%	-8%	-3%	-2%	15%	-8%
Cc1cc(C)nc(NS(=O)(=O)c2ccc(NS(=O)(=O)c3ccccc3)cc2)n1	-10%[57.5 µM]	1%	i	-5%	-15%	6%	0%	-8%	19%
COC(=O)c1ccc(CNC(=O)COC(=O)C2CCC(C(C)(C)C)CC2)cc1 (stereo unspecified)	-20%	0%	i	11%	28%	9%	8%	x	-4%
COc1ccc(C2CC(=O)c3cnc(N4CCN(Cc5ccccc5)CC4)nc3C2)cc1 (stereo unspecified)	-17%	0%	i	-10%	7%	u	-2%	10%	39%[activator]
CCOC(=O)c1c(NC(=O)c2nc(SC)ncc2Cl)sc(C)c1C	i	x	x	-1%	23%	2%	x	-8%	3%
OC(c1ccccn1)c1c[nH]c2ccccc12 (stereo unspecified)	-14%	2%	i	-2%	0%	0%	-7%	x	8%
CC(=O)c1sc(NC(=O)COc2ccc(C)c(C)c2)nc1C	i	-10%	i	-4%	6%	4%	-5%	x	-5%
COc1cc(-c2cc(NC(C)=O)c3ncc(-c4cc(OC)c(OC)c(OC)c4)n3c2)cc(OC)c1OC	-27%	x	i	6%	1%	u	0%	34%	u
O=C(Nc1cccc(-c2nc3cc(Cl)ccc3o2)c1)c1cc([N+](=O)[O-])ccc1N1CCOCC1	-19%	x	x	11%	13%	10%	x	0%	-10%
COc1ccc(C)cc1NC(=O)Cn1c(=O)oc2cc(S(=O)(=O)NCc3ccccc3)ccc21	-16%	x	x	-4%	4%	-7%	x	15%	0%
CC1C(=O)N(Cc2ccc([N+](=O)[O-])cc2)c2ccccc2N1C(=O)c1c(F)cccc1F (stereo unspecified)	-74%[inhibitor]	0%	i	-9%	4%	10µM*	17%	47%	1%
Cc1c(C)c2c(OCC(=O)Nc3ccc(CCO)cc3)cc3c(c2oc1=O)CCC(C)(C)O3	-4%	-4%	i	1%	0%	9%	-5%	-4%	-11%
COc1ccc(C(=O)N2CCN(c3ccccc3)CC2)cc1S(=O)(=O)NC1CC1	-11%	1%	i	7%	13%	7%	1%	2%	9%
CCOC(=O)c1c(NC(=O)CN2CCN(C)CC2)sc(C(=O)Nc2ccccc2)c1C	i	-2%	i	-9%	2%	13µM*	-5%	6%	-13%
O=C(Nc1ccc2nc(N3CCOCC3)sc2c1)c1ccc(F)cc1	-16%	-1%	i	16%	31%	7%	13%	-20%	-5%
CCOC(=O)c1nn(-c2ccccc2Cl)c(=O)cc1OCC(=O)Nc1cccc(OC)c1	-6%	-2%	i	4%	16%	3%	-3%	-7%	5%
Clc1ccc(Cl)c(OCCCCN2CCNCC2)c1	-20%	0%	i	-8%	-13%	u	0%	-6%	-17%
COc1ccccc1C(=O)COC(=O)C1CCN(S(=O)(=O)c2ccc(C)c(C)c2)CC1	i	2%	i	21%	-4%	15%	2%	1%	-1%
COc1ccc(S(=O)(=O)N2CCN=C2SCc2cccnc2)cc1	i	0%	i	-5%	-12%	11%	-2%	15%	9%
Cc1ccccc1OS(=O)(=O)c1cn(C)c(=O)n(C)c1=O	i	3%	i	14%	-17%	20%[0.307 µM]	4%	6%	3%[0.307 µM]
COc1ccc2nc(N(Cc3cccnc3)C(=O)c3ccc(Cl)cc3)sc2c1	-20%	x	x	-12%	u	-8%	x	-8%	0%
